Hsp70 displacement: Hsp70 inhibitors, probe displacement, primary screen, biochemical, fluorescence polarization (AID 583). displacement, % at 20 µM; hits with a dose series show IC50 in µM. Hsp70 fluorescence polarization probe displacement, mP; higher % means a stronger effect. 140,000 tested, 0.06% active; in the data active = displacement above about 50%;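 note: plate controls were vehicle for no effect and reference ligand for full effect; a part of the inactive calls stands beside numbers as strong as those of hits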
MKP-3 inhibition: MKP-3 phosphatase inhibitors, primary screen, biochemical, rat enzyme, in vitro (AID 425). Dual specificity protein phosphatase 6 (Rattus norvegicus). recombinant MKP-3 phosphatase activity, fluorescence; higher % means a stronger effect. inhibition, % at 20 µM, or IC50 in µM where a hit was titrated. 110,000 tested, 0.17% active; in the data active = inhibition above about 50%;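 note: plate controls were vehicle for no effect and reference inhibitor for full effect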
Numbers without * were called inactive; x = no result given; & = joins results of further samples. The list is partial; rates above refer to the full screens.

The opening 3 compounds (preview)
Hsp70 displacement | MKP-3 inhibition | Compound
2.0% | -9% | CN(C)c1ccc(C2N(c3ccc(F)cc3)C(=O)C3CCCN32)cc1 (stereo not drawn)
0.1% | x | Cc1ccc(C(C(=O)NC2CCCCC2)N2CCN(C(=O)c3ccco3)CC2)cc1 (stereo not drawn)
1.1% | 4% | Cc1cc(NC(=O)c2ccco2)ccc1NC(=O)c1ccccc1

Results, repeating the preview:
Hsp70 displacement | MKP-3 inhibition | Compound
2.0% | -9% | CN(C)c1ccc(C2N(c3ccc(F)cc3)C(=O)C3CCCN32)cc1 (stereo not drawn)
0.1% | x | Cc1ccc(C(C(=O)NC2CCCCC2)N2CCN(C(=O)c3ccco3)CC2)cc1 (stereo not drawn)
1.1% | 4% | Cc1cc(NC(=O)c2ccco2)ccc1NC(=O)c1ccccc1
-5.4% | 2% | Cc1ccccc1-c1nc2cc(NC(=O)c3cccc4ccccc34)ccc2o1
2.2% | -2% | CC(=O)c1c(N=CN(C)C)nc(C)nc1-c1ccccc1
0.2% | -8% | Cc1ccc2cc3cc(C(=O)N4CCCCCC4)oc3nc2c1
4.7% | x | CCc1nccn1S(=O)(=O)c1cc(C)c(OC)cc1C
0.2% | x | Cc1nc2cc(NC(=O)N3CCCCC3)ccc2n1C
5.1% | 4% | Cc1sc2nc3n(c(=O)c2c1C)NC(=O)CC3
0.7% | x | Clc1ccc(OCCN2CCOCC2)cc1Cl
-1.3% | x | Cc1cc(C)nc(Nc2n[nH]c(COc3cccc4ccccc34)n2)n1
-3.2% | -2% | COc1ccc(/C=C2/Sc3ccccc3C2=O)cc1

More records.
Hsp70 displacement | MKP-3 inhibition | Compound
-1.9% | 6% | O=C(O)CCC(=O)Nc1ccc(S(=O)(=O)N2CCCC2)cc1
0.5% | 2% | CC(=O)NC1=NN(C(C)=O)C(c2cccc(Cl)c2)S1 (stereo not drawn)
2.9% | -6% | CCn1nnc(NC(=O)c2cccnc2)n1
-1.2% | 0% | COC(=O)c1ccc(OCC(O)CN(CC(C)C)CC(C)C)cc1 (stereo not drawn)
-3.1% | 4% | O=C(CSc1ncn(-c2ccccc2)n1)Nc1ccc2c(c1)OCCO2
5.7% | 4% | COc1ccc(NC(=O)CN2CCN(CC(=O)Nc3ccccc3F)CC2)c(OC)c1
2.7% | -2% | C=CCNC(=O)CCCCC(=O)NCC=C
-0.6% | 0% | Cc1ccnc(NC(=O)C(C)Oc2cccc(Cl)c2)c1 (stereo not drawn)
14% | x | Cc1ccc(-c2n[nH]c(=S)n2/N=C/C=C/c2ccccc2[N+](=O)[O-])cc1
-1.0% | -1% | Cc1sc(NC(=O)c2cccc([N+](=O)[O-])c2)c(C(N)=O)c1C
-2.4% | x | Cc1cc(/C=N/NC(=O)CC2(C)OCCO2)c(C)n1-c1ccc(Cl)c(Cl)c1
-10% | 16% | Cc1cc(Br)c(-c2ccc(/C=C3/NC(=S)NC3=O)o2)cc1C

New compounds follow.
Hsp70 displacement | MKP-3 inhibition | Compound
3.7% | -8% | O=C(COC(=O)c1ccc(Br)o1)NCc1ccco1
-0.9% | -14% | O=C(C1CCCN1C(=O)c1cccs1)N1CCN(Cc2ccc3c(c2)OCO3)CC1 (stereo not drawn)
0.9% | -7% | O=C(O)c1ccccc1SC1CC(=O)N(C2CCCCC2)C1=O (stereo not drawn)
-1.4% | 4% | CN(C)c1ccc(NC2=NC3(CCCCC3)N=C(N)N2)cc1
1.1% | -1% | Fc1ccc(NC(=S)Nc2ccc(Br)cc2)cc1
5.0% | 0% | Brc1ccc(Nc2ccc3ccccc3n2)cc1
1.1% | -4% | Cc1ccc(NC(=O)/C(=C/c2cccc([N+](=O)[O-])c2)NC(=O)c2ccccc2)c(Br)c1
-1.3% | 3% | Cc1c(-c2ccccc2)nc2ccccc2c1C(=O)Nc1ccc(F)cc1F
-7.8% | 11% | CCOC(=O)C1CCN(C(=O)CC2C(=O)N(Cc3ccccc3)C(C)c3nc4ccccc4n32)CC1 (stereo not drawn)
9.2% | -11% | O=C(NCc1ccco1)C(c1ccc(F)cc1)N(CC1CCCO1)C(=O)Cn1nnc2ccccc21 (stereo not drawn)
0.0% | 1% | Nc1cc(N)nc(SCCN2CCCCC2)n1
2.1% | -2% | Cc1cc(Cl)ccc1OCC(=O)O/N=C(\N)c1ccc(Br)cc1

Next section
Hsp70 displacement | MKP-3 inhibition | Compound
-6.7% | x | CC1=C(C(=O)Nc2ccccc2C)C(c2ccc(C)o2)n2c(s/c(=C/c3ccccc3)c2=O)=N1 (stereo not drawn)
1.3% | 0% | Cc1cc(C)c(NS(=O)(=O)c2cc(C)ccc2C)c(C)c1
3.7% | 4% | CC(C)[C@H](NC(=O)[C@@H]1CSCN1C(=O)OC(C)(C)C)C(=O)NCC1CCC(C(=O)O)CC1 (stereo partly drawn)
-4.1% | x | CCOC(=O)c1cnn(-c2ccc(Cl)cc2)c1C1CCN(C(=O)OC(C)(C)C)CC1
-1.5%&5.1% | -10%&0% | Cc1c(N=Cc2cc3c(cc2Cl)OCO3)c(=O)n(-c2ccccc2)n1C
-0.6% | 2% | CCC1(C)Cc2c(sc3nc4n(c(=O)c23)CCS4)CO1 (stereo not drawn)
0.6% | 1% | COc1cccc(C(=O)Nc2cccc3nsnc23)c1
2.3% | x | CCSC1=C(C#N)C(c2ccc3c(c2)OCO3)C2=C(CCCC2=O)N1 (stereo not drawn)
-1.1% | x | CC(Sc1nc2ccccc2[nH]1)C(=O)O (stereo not drawn)
1.8% | 3% | Cc1c(Cl)c(C(F)(F)F)nn1CC(=O)NCc1ccc(Cl)cc1
-3.3% | 1% | CCCCOC(=O)c1ccc(NC(=O)C(C)(C)C)cc1
2.7% | 1% | O=C(Nc1cccc([N+](=O)[O-])c1)c1cc(S(=O)(=O)Nc2ccc(F)cc2)ccc1Cl

Part of the list above, as comma-separated lines.
molecule,Hsp70 displacement,MKP-3 inhibition
Cc1ccc(-c2n[nH]c(=S)n2/N=C/C=C/c2ccccc2[N+](=O)[O-])cc1,14%,x
CCCCOC(=O)c1ccc(NC(=O)C(C)(C)C)cc1,-3.3%,1%
CCC1(C)Cc2c(sc3nc4n(c(=O)c23)CCS4)CO1 (stereo not drawn),-0.6%,2%
COc1ccc(NC(=O)CN2CCN(CC(=O)Nc3ccccc3F)CC2)c(OC)c1,5.7%,4%
O=C(O)CCC(=O)Nc1ccc(S(=O)(=O)N2CCCC2)cc1,-1.9%,6%

Going on with the list:
Hsp70 displacement | MKP-3 inhibition | Compound
5.1% | 2% | CN(Cc1ccccc1)Cc1c(O)ccc2c3c(c(=O)oc12)CCC3
5.2% | x | Cc1nnc(SCc2nc3ccccc3nc2C)s1
2.2% | -12% | CCOc1ccc(NC2=C(Cl)C(=O)N(c3ccccc3)C2=O)cc1
9.9% | x | O=S(=O)(c1ccc2ccccc2c1)N1C=CC(C(F)(F)F)=NCC1
0.4% | -2% | CC(C)COc1ccc(C(=O)N/C(=C/c2ccc3c(c2)OCO3)C(=O)O)cc1
0.2% | x | CC(/C=N/n1cnnc1)=C\c1ccccc1
1.0% | 8% | CC1=C(C(=O)OCC(C)C)C(c2ccc(OCc3ccccc3)cc2)C2=C(CCCC2=O)N1 (stereo not drawn)
4.9% | 1% | c1ccc2c(N3CCCCC3)nc(-c3ccncc3)nc2c1
3.7% | 2% | CC(C)C(=O)Nc1sc2c(c1C(=O)Nc1ccc(Br)cc1)CCC2
3.9% | x | COc1ccc(OCC(=O)O/N=C(\N)Cc2ccc(Cl)cc2Cl)cc1
-4.5% | x | Cn1cc(Cl)c(C(=O)OCC(=O)Nc2nc(-c3ccc(Br)cc3)cs2)n1
3.1% | x | O=c1[nH]c(=O)n(C2CCCO2)cc1F (stereo not drawn)

Among those listed so far, these have an NH in an aromatic ring:
Hsp70 displacement | MKP-3 inhibition | Compound
-1.3% | x | Cc1cc(C)nc(Nc2n[nH]c(COc3cccc4ccccc34)n2)n1
14% | x | Cc1ccc(-c2n[nH]c(=S)n2/N=C/C=C/c2ccccc2[N+](=O)[O-])cc1
-1.1% | x | CC(Sc1nc2ccccc2[nH]1)C(=O)O (stereo not drawn)
3.1% | x | O=c1[nH]c(=O)n(C2CCCO2)cc1F (stereo not drawn)

The list continues:
Hsp70 displacement | MKP-3 inhibition | Compound
5.4% | 1% | Cc1cccc(N2C(=O)/C(=C/c3ccc(I)cc3)SC2=S)c1
-1.9% | -16% | COc1ccc(NC(=O)N2CCCC2C(=O)Nc2ccc(C)c(Cl)c2)cc1 (stereo not drawn)
-0.4% | 2% | CC(=O)Oc1cc2ccccc2cc1-c1nc2n(n1)C(=O)CCS2
2.3% | -13% | Cc1ccc2c(c1)NC(=O)C(CC(=O)N(C)Cc1ccccc1)O2 (stereo not drawn)
-2.5% | 4% | O=C(/C=C/c1ccc2c(c1)OCO2)N1CCC(CN2C(=O)c3cccc4cccc(c34)C2=O)CC1
0.9% | -8% | Cc1ccc(S(=O)(=O)N2CCN(C(=O)c3ccc(OCc4c(C)noc4C)cc3)CC2)cc1
1.3% | -11% | CCOC(=O)c1ccc(NC(=O)N2CCN(c3ccccn3)CC2)cc1
-2.6% | 3% | C=CCOC(=O)C1=C(C)NC(C)=C(C(=O)OCC=C)C1c1ccc(C(=O)OC)cc1
3.0% | 0% | CCC(=O)N1CCN(c2ccccc2NC(=O)c2cccc(C)c2)CC1
2.9% | 3% | O=C(CSc1nc2ccccc2[nH]1)Nc1nc2ccccc2s1
1.4% | x | COC(=O)c1ccccc1Oc1c(F)c(F)nc(N2CCOCC2)c1F

Profiles as entered above. Values in the order: Hsp70 displacement | MKP-3 inhibition
CCC(=O)N1CCN(c2ccccc2NC(=O)c2cccc(C)c2)CC1 in the list: 3.0% | 0%
COc1ccc(NC(=O)N2CCCC2C(=O)Nc2ccc(C)c(Cl)c2)cc1 (stereo not drawn) in the list: -1.9% | -16%
Cc1ccc(S(=O)(=O)N2CCN(C(=O)c3ccc(OCc4c(C)noc4C)cc3)CC2)cc1 in the list: 0.9% | -8%
Cc1ccc2c(c1)NC(=O)C(CC(=O)N(C)Cc1ccccc1)O2 (stereo not drawn) in the list: 2.3% | -13%
CC(=O)Oc1cc2ccccc2cc1-c1nc2n(n1)C(=O)CCS2 in the list: -0.4% | 2%
